# High-throughput results: PubChem BioAssay, National Center for Advancing Translational Sciences (NCATS)
# N370S GC = N370S glucocerebrosidase modulation, Gaucher chaperone candidate. Potency, µM (series often up to 59.4 µM), without a hit: at the highest dose activity change, negative = inhibition, actives largely listed as inhibitors. hit rate 0.092% among 330,000. AID 2101. P04062. N370S GC spleen homogenate, 4MU-glucoside fluorescence;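 also: 0% = full enzyme activity and -100% = no enzyme basal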
# FEN1 inhibitor = human FEN1 inhibition | P39748 | Recombinant FEN1 flap cleavage, fluorescence, 15 min | Potency, µM (top dose mostly 114 µM), for the others: at the highest dose activity change, negative = inhibition, usual class: inhibitors | hit rate 0.35% among 390,000; also: nearly all actives have a fitted effect of over 65% in size
# Target sequence (P39748 whole entry, looked up): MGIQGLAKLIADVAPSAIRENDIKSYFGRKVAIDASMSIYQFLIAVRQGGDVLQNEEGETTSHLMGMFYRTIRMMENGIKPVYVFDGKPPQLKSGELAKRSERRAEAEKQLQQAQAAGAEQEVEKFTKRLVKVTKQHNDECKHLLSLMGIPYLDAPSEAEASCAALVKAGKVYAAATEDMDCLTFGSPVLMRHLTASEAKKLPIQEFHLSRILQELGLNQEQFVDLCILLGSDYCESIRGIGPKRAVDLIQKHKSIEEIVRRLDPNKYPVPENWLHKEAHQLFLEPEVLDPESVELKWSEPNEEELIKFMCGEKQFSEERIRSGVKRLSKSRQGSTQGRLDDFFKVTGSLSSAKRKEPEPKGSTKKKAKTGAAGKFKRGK
#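 In this screen, 50 nM flap DNA substrate was added to 10 nM FEN1 pretreated with compound for 15 min at room temperature; cleavage was followed with reads at 0 and 15 min, and Hill fitting gave concentration–response parameters.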
# TDP1 cell CPT = DT40-hTDP1 cell growth loss with CPT | Potency, µM (highest dose often 46.2 µM), for inactives: top-dose activity change, negative = growth inhibition, most hits filed as inhibitors | AID 686979 | chicken DT40 Tdp1-/-;hTDP1 cells + 20 nM CPT, ATP luminescence, 48 h | hit rate 12% among 420,000; also: nearly all actives have a fitted effect of over 55% in size
#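 Chicken DT40 Tdp1-/- cells stably complemented with human TDP1 were seeded at 400 cells/well in medium containing 20 nM camptothecin, exposed to pin-transferred compounds, and grown at 37 °C for at least 48 hr. Viability was read as ATP luminescence.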
# An asterisk follows results filed as active; ? = inconclusive; . = no result given; & = joins results of further samples. Calls follow the shape of the dose curve; as a rule, active = well fitted curve in the direction sought with a large enough effect; inconclusive = small, poorly fitted or top-dose-only effect, or another doubt; inactive = no such curve, though single readings can be large; an effect the other way counts as inactive or inconclusive. Unless noted, % is scaled to controls: 0 for no effect and ±100 for the full control effect; potency is read from the fitted curve at half-maximal effect. These rows are one share of the data, so the mix of outcomes need not match the whole.
item	canonical_smiles	N370S GC	FEN1 inhibitor	TDP1 cell CPT
1	CCC(CO)n1cnnc1-c1ccncc1 (stereo unspecified)	2%	-7%	11%
2	COc1ccc(NC(=O)CSC2=Nc3ccccc3C3=NC(CCC(=O)NCc4ccc(F)cc4)C(=O)N23)cc1Cl (stereo unspecified)	.	-11%	?
3	COc1ccc(/C=C2\SC(=S)N(CC3CCCO3)C2=O)cc1 (stereo unspecified)	8%	10%	16%
4	Cc1cccc(CNc2nc(-c3ccc4c(c3)OCO4)nc3ccccc23)c1	?	.	?
5	CCOC(=O)CSc1[nH]c(=O)cc(C)c1C#N	-1%	3%	-8%
6	Cc1cc(C)n(-c2ccc(C(=O)N3CCN(S(=O)(=O)c4cccc(Br)c4)CC3)cc2)n1	.	-21%	21µM*
7	CCn1c(N2CCN(S(=O)(=O)CC)CC2)nc2ccccc21	12%	4%	5%
8	CC(=O)Oc1ccc2c(c1)CCC1C2CCC2(C)C(OC(C)=O)CCC12 (stereo unspecified)	.	-16%	-11%
9	CN(C)S(=O)(=O)c1ccc(C(=O)Nc2nc(-c3cc4ccccc4o3)cs2)cc1	27%	21%	10µM*
10	COCc1c(C#N)c(NCc2cc(OC)c(OC)c(OC)c2)nc(C)c1[N+](=O)[O-]	3%	-12%	18µM*
11	O=C(CCS(=O)(=O)c1ccccc1)OCc1ccc([N+](=O)[O-])cc1	-15%	-14%	?
12	Cc1ccc(S(=O)(=O)CCC(=O)Nc2ccc3nc(C)sc3c2)cc1	4%	-2%	?
13	Cc1ccc(NS(=O)(=O)c2ccc(NC(=O)c3ccc(-c4ccccc4)cc3)cc2)c(C)c1	.	2%	23µM*
14	COC(=O)C1C/C(=N/NS(=O)(=O)c2ccc(C)cc2)CS1 (stereo unspecified)	-16%	-1%	-5%
15	O=C(/C=C/c1ccc(NC(=O)c2ccccc2-c2ccccc2C(=O)O)cc1)c1ccccc1	1%	-2%	-19%
16	OC1CCC2Cc3ccccc3N=C12 (stereo unspecified)	-3%	.	7%
17	Cc1ccc(CSc2nnc(-c3ccco3)o2)cc1	16%	-3%	-4%
18	CCOC(=O)N1CCN(C(=O)Nc2sc3nc4n(c(=O)c3c2C)CCC(C)CC4)CC1 (stereo unspecified)	4%	-1%	?
19	O=C(CSc1nnnn1-c1ccc(Cl)cc1)NC(=O)Nc1ccc2c(c1)OCCO2	-8%	-3%	-27%
20	Cc1cc(C)n2nc(-c3cccc(Br)c3)cc2n1	4%	15%	?
21	CCN(CC)CCOC(=O)c1ccc(NC(=O)c2nn(-c3ccc(C)cc3)c(=O)c3c2c2ccccc2n3C)cc1	.	4%	1.2µM*
22	CCc1cc(C(=O)N2CCCC(C(=O)c3cccc4ccccc34)C2)n(C)n1 (stereo unspecified)	0%	-1%	?
23	COc1ccccc1N(CC(=O)NC1CCCCC1)S(=O)(=O)c1ccccc1	5%	12%	-24%
24	Cc1ccc2c(c1)C1CN(C)CCC1N2C(=O)COc1ccc(N(C)S(=O)(=O)c2cccs2)cc1 (stereo unspecified)	-12%	-3%	-28%
25	CCOc1ccc(N(CC(=O)NC2CCCCC2)C(=O)CCC(=O)Nc2nccs2)cc1	-22%	-5%	-3%
26	CCOc1ccc2c3c(c(=O)oc2c1OCC)CCCC3	?	-10%	?
27	O=C(Nc1ccc(Cl)cc1C(=O)NCc1cccnc1)c1ccc(Cl)cc1Cl	-10%	-13%	?
28	COc1ccc(C)cc1Nc1c2c(nc3nc(-c4cccs4)nn13)CCCC2	.	5%	6%
29	Cc1ccc(NC(=O)CSc2sc3c(O)cc(=O)[nH]c3c2C#N)cc1C	-4%	2%	-2%
30	O=C(N/N=C/C1=C(N2CCOCC2)C(=C\c2ccccc2)/CC1)Nc1ccccc1	16%	-1%	12µM*

# Additional entries
item	canonical_smiles	N370S GC	FEN1 inhibitor	TDP1 cell CPT
31	CC(C)NC(=O)CCS(=O)(=O)c1cccc2nonc12	20%	7%	-8%
32	Cc1cc(O)c(C2=Nc3ccccc3SC(c3ccc(Cl)cc3)C2)c(=O)o1 (stereo unspecified)	-4%	3%	5.2µM*
33	O=C(CSc1nnc(COc2ccc(Cl)cc2)o1)NC1CC2CCC1C2 (stereo unspecified)	-3%	5%	-1%
34	CCOC(=O)c1c(NC(=O)C2C3CCC(O3)C2C(=O)O)sc2c1CCCC2 (stereo unspecified)	9%	7%	-7%
35	CCOC(=O)c1ccc2c(c1)N(CC(=O)N1CCCCC1)C(=O)C(C)(C)O2	6%	-13%	-2%
36	CC(C)c1ccc(/C=N/NC(=O)C2CCCC2)cc1	8%	-14%	?
37	CC(C)Cn1c(SCC(=O)N(C)c2c(N)n(Cc3ccccc3)c(=O)[nH]c2=O)nc2ccccc21	2%	-1%	5%
38	COC(=O)c1ccccc1NC(=O)COC(=O)Cc1ccc(S(=O)(=O)N2CCOCC2)s1	.	-4%	-17%
39	CC(=O)c1cccc(NC(=O)N2CCCC2C(=O)NC2CCCCC2)c1 (stereo unspecified)	29%	-7%	1%
40	CCOC(=O)c1cc2sc(C)cc2n1CCCN1C(=O)c2ccccc2C1=O	14%	-8%	-22%
41	Cc1cccc(C)c1NC(=S)Nc1c(C)n(C)n(-c2ccccc2)c1=O	2%	0%	1%
42	COc1cc(NC(=O)COc2ccc(-n3cnnn3)cc2)cc(OC)c1OC	.	-1%	23µM*
43	COc1ccc(C2C(C(=O)c3ccccc3)=C(C)Nc3nc4ccccc4n32)c(OC)c1 (stereo unspecified)	21%	-1%	?
44	Cc1cc(=O)oc2cc(OCC(=O)Nc3c(C)n(C)n(-c4ccccc4)c3=O)c(Cl)cc12	?	2%	-13%
45	O=C1c2ccccc2S(=O)(=O)c2cc(C(=O)N3CCC(O)CC3)ccc21	.	5%	16%
46	CCOc1ccc(-c2nnn(CC(=O)NCc3ccc(OC)cc3)n2)cc1OCC	-11%	-2%	?
47	Cc1cc(=O)[nH]c(N/N=C/c2sccc2C)n1	13%	-9%	3%
48	COc1ccc(-n2c(=S)[nH]c3cc(C(=O)NCc4ccccc4)ccc3c2=O)c(OC)c1	-2%	1%	?
49	O=c1nc(-c2ccccc2)c(-c2ccccc2)n[nH]1	0%	-6%	3%
50	CC(=O)Nc1cc2ccccc2oc1=O	-11%	-2%	-2%
51	COc1ccc(CNS(=O)(=O)c2ccc(F)c(C(=O)Nc3c(C)cc(C)cc3C)c2)cc1	.	-5%	-16%
52	CCn1cc(Br)c(-c2nc3ccccc3c(=O)n2N)n1	6%	1%	-18%
53	O=C(NCCC1=CCCCC1)c1cc(S(=O)(=O)N2CCOCC2)ccc1F	-9%	-10%	13µM*
54	CN(CCCNC(=O)CCC(=O)N1CCOc2ccccc21)Cc1ccccc1	-9%	-10%	5%
55	CCc1cccc(NC(=O)Cn2c(=O)n(CC(=O)NCCc3ccccc3)c(=O)c3ccccc32)c1	.	10%	?
56	COc1ccccc1CNC(=O)c1ccc(-c2ccccc2C(F)(F)F)o1	?	0%	21µM*
57	O=Cc1cn(CC(=O)N2CCCCCC2)c2ccccc12	-3%	-1%	-8%
58	COC(=O)Cn1c2ccc(Cl)cc2c2nc(C)sc21	6%	-9%	9%
59	CCC(C)c1ccccc1OCCn1c(CCNC(=O)C2CCCCC2)nc2ccccc21 (stereo unspecified)	.	-28%	?
60	COc1ccc(-c2cc(C(F)(F)F)nc(N3CCOCC3)n2)cc1OC	-18%	-5%	?

# The list continues:
item	canonical_smiles	N370S GC	FEN1 inhibitor	TDP1 cell CPT
61	COc1cc(C(=O)N2CCN(S(=O)(=O)c3ccc(C)cc3)CC2)ccc1OCC(=O)N1CCOCC1	.	5%	2%
62	O=C(CC(CC(=O)c1ccccc1)c1ccncc1)c1ccccc1	.	-9%	?
63	COc1cccc(/C=N/n2nnnc2N)c1O	-7%	1%	-6%
64	COc1ccc(NC(=O)CSc2ccc(NC(C)=O)cc2)cc1S(=O)(=O)N1CCOCC1	.	-10%	-13%
65	O=S(=O)(c1cccc(C(F)(F)F)c1)n1c(/C=C/c2ccccc2)nc2ccccc21	.	-23%	8.2µM*
66	Cc1nn(CC(=O)NCc2ccc(F)cc2)c2ccccc12	.	-2%	-16%
67	O=C(NCCc1ccccc1)c1ccc2c(c1)N(Cc1ccccc1)C(=O)CS2=O (stereo unspecified)	-3%	-12%	?
68	CCC(OC(=O)c1ccco1)C(=O)NCc1ccc(OC)cc1 (stereo unspecified)	-15%	-15%	-6%
69	COc1ccccc1/C=C\C(=O)O	-3%	.	-7%
70	COc1ccccc1Nc1nc(N)nc(CSc2nccn2C)n1	-2%	0%	-3%
71	COc1ccc(N2CCN(CCCNC(=O)C(=O)c3c(C)n(C)c4ccccc34)CC2)cc1	12%	-8%	17%
72	Cc1nc(SCC(=O)NC(=O)NCc2ccccc2)nc(C)c1C	15%	-12%	-2%
73	Cc1cc(Br)c2c(c1)=C(c1sc(N3CCCCCC3)nc1O)C(=O)N=2	14%	-6%	?
74	CC(C(=O)NCc1cccs1)n1cccc1 (stereo unspecified)	7%	-2%	-13%
75	CCC1=C(OC(=O)N(CC)CC)N2C(=O)OC(=NCCc3c[nH]c4ccccc34)[C@]2(Cc2ccccc2)[C@H]2C1=CC[C@H]1C(=O)NC(=O)[C@H]12	-11%&0%	5%	?
76	CCOc1ccc2c(c1)c(=O)c(S(=O)(=O)c1ccc(Cl)cc1)cn2Cc1ccccc1C	.	-3%	?
77	Cc1[nH]c2ccccc2c1C(=O)CN(C)c1ccccc1	.	?	-114%
78	Cc1ccccc1NS(=O)(=O)c1cc(S(C)(=O)=O)ccc1Cl	6%	-4%	-6%
79	C=CCOC(=O)C(=O)/C=C/c1ccc2c(c1)Cc1ccccc1-2	15%	-7%	?
80	CC1CCC(NC(=O)CN(C)S(=O)(=O)c2ccc3c(c2)CCC(=O)N3)CC1 (stereo unspecified)	-5%	0%	-10%
81	Cc1cc(C)cc(NS(=O)(=O)c2ccc3c(c2)CCCN3C(=O)C2CCC2)c1	.	-27%	23µM*
82	CCn1c(CN2CCOCC2)nc2cc(NC(=O)c3ccccc3[N+](=O)[O-])ccc21	.	-5%	-21%
83	CCOc1ccccc1NC(=O)CSc1ncnc2c1oc1ccccc12	?	8%	29µM*
84	CCN(C(=O)c1cnc2ccc(C)cn2c1=O)c1ccccc1	.	19%	-6%
85	COc1ccnc2c1c(=O)n(Cc1ccc(Cl)cc1Cl)c(=O)n2C	-16%	12%	-3%
86	CN(C)c1ccc(/C=N/NC(=O)c2cc(-c3ccc4c(c3)OCO4)n[nH]2)cc1	0%	-10%	18µM*
87	O=C(Cc1ccccc1[N+](=O)[O-])Nc1ccccc1C(=O)N1CCCC1	1%	-3%	-12%
88	COc1cccc(C(=O)N/N=C/c2cn[nH]c2-c2ccc(OC)cc2OC)c1	-21%	-18%	-20%
89	Cc1ccc(C(c2sc3nc(C)nn3c2O)N2CCN(C(=O)c3ccco3)CC2)cc1 (stereo unspecified)	3%	0%	2%
90	O=C(NCc1ccccc1)C1CCN(S(=O)(=O)c2cccc3cccnc23)CC1	3%	6%	-18%

# The results go on.
item	canonical_smiles	N370S GC	FEN1 inhibitor	TDP1 cell CPT
91	COCCn1c(SCC(=O)NC2(C#N)CCCCC2)nc2ccccc2c1=O	.	24%	-12%
92	COCc1cc(=O)n2[nH]c(C(F)(F)F)nc2n1	1%	1%	-5%
93	CC(C)OCCCNC(=O)c1c(N)n(/N=C/c2cccs2)c2nc3ccccc3nc12	-15%	0%	?
94	CN(C(=O)c1ccc(NC(=O)C2CCCN(C(=O)OC(C)(C)C)C2)cc1)C1CC1 (stereo unspecified)	.	14%	?
95	COc1ccc(CN2C(=S)NC(C)(C)CC2(C)O)cc1 (stereo unspecified)	-5%	6%	15%
96	CCOC(=O)CSc1ncnc2c1nnn2-c1ccc(F)cc1	3%	-4%	2%
97	CCN1C(=O)/C(=C/C2=Cc3ccccc3OC2C)SC1=S (stereo unspecified)	-2%	-1%	-4%
98	CCS(=O)(=O)c1ccc2oc(SCC(=O)c3c(N)n(C4CC4)c(=O)[nH]c3=O)nc2c1	.	0%	-5%
99	COc1ccc(C(C)NC(=O)c2cccc([N+](=O)[O-])c2)cc1OC (stereo unspecified)	2%	-6%	-4%
100	O=C(Nc1cc(Cl)ccc1N1CCOCC1)C1CC1	.	2%	-4%
101	Cc1ccccc1C(=O)N1CCC(C(=O)OCc2ccccc2Cl)CC1	.	2%	-29%
102	CSc1nc2ccc(NC(=O)C3CC(=O)N(Cc4ccco4)C3)cc2s1 (stereo unspecified)	-33%	-2%	2%
103	CN(C)N1C(N)=C(C#N)C(c2ccc3c(c2)OCO3)C2=C1CC(C)(C)CC2=O (stereo unspecified)	-5%	-3%	0%
104	CCCCn1nnnc1SCC(=O)c1ccc(C)c(C)c1	2%	8%	-15%
105	Cc1ccc2nc(-c3ccccc3)c(-c3ccccc3)nc2c1	-11%	-12%	?

# Profiles as entered above. Screens in order: N370S GC | FEN1 inhibitor | TDP1 cell CPT
# CSc1nc2ccc(NC(=O)C3CC(=O)N(Cc4ccco4)C3)cc2s1 (stereo unspecified) in the list: -33% | -2% | 2%
# Cc1ccccc1C(=O)N1CCC(C(=O)OCc2ccccc2Cl)CC1 in the list: . | 2% | -29%
